HTR5A ag = counter-screen for OPRM1-OPRD1 agonists: human HTR5A agonism; HTR5A agonist assay, luminescence, cell-based; P47898; 340,000 tested, 0.61% active; activation, % at 9.3 µM; in the data active means activation mostly above about 9.5%, no sharp cut-off; inactive means mostly below about 7.6%;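 further: 0% = cells with vehicle only and 100% = reference agonist; strong numbers were not always called active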
DSG3 Ab inh = blocks pemphigus antibody binding to human desmoglein-3; P32926; DSG3-coupled beads, scFv-anti-DSG3-GFP binding, flow cytometry; active compounds read low; binding (percent of control), % at 10 µM; 310,000 tested, 0.48% active;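 active means binding more than 3 SD below its plate's average and above zero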;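 further: hits lower antibody fragment binding to DSG3; some compounds called inactive have numbers as strong as hits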
Target sequence (P32926 whole entry, looked up, the tested form may be a part): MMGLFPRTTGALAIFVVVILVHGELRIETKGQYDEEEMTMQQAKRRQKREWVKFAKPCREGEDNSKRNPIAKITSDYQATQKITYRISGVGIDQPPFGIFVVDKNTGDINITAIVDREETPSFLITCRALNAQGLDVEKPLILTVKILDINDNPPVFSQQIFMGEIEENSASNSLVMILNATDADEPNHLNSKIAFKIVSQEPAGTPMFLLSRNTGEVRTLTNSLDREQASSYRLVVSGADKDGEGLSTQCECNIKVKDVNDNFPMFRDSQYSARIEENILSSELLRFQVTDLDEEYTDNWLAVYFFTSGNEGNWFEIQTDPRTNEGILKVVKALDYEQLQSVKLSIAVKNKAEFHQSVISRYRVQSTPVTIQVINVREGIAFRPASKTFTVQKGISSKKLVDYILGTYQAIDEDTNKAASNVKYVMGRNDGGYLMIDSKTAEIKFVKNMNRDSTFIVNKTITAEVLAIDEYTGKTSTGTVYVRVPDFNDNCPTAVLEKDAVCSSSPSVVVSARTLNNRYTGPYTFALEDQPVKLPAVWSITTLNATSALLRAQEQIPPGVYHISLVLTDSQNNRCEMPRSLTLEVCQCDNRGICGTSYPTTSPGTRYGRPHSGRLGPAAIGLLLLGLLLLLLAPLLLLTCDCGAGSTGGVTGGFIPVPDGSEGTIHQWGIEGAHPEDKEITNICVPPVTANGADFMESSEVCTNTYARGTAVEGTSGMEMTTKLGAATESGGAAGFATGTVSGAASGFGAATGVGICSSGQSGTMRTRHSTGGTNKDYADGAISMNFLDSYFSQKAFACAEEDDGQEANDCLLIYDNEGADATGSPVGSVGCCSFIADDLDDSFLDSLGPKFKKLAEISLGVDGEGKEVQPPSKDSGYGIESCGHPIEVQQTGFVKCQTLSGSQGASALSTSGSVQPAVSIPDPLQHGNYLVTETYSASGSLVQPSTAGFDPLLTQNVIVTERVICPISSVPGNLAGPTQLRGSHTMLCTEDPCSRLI
DAGLB inh = blocks human DAGLB lipase activity; Q8NCG7; HEK293T DAGLB membrane lysate, EnzChek fluorogenic substrate; inhibition, % at 5.17 µM; 340,000 tested, 0.059% active; AID 504411; in the data active means inhibition above about 34%;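 further: 0% = enzyme with vehicle and 100% = wells lacking enzyme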
MOR-DOR ag = OPRM1-OPRD1 heterodimerization agonism; P35372+P41143; cells, luminescence; activation, % at 9.3 µM; 340,000 tested, 0.3% active; in the data active means activation above about 18%;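 further: 0% = vehicle-treated cells and 100% = reference agonist; values of inactives mirror those of a sister screen read the other way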
Arrestin-AP2 inh = human beta-arrestin and AP2 interaction inhibition. FITC-arrestin peptide / GST-AP2 beads, flow cytometry; AP2 beta2 appendage carries R879A mutation. inhibition, % at 10 µM. 340,000 tested, 0.31% active. AID 504490;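 active means inhibition above a set limit, near 3 SD of compounds lacking own fluorescence, cut at about 54% in these data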;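 further: plate controls were DMSO wells for no effect and 5 µM unlabelled arrestin peptide for full effect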
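Measured by: flow cytometry, FL1 (488/535 nm); Material: AP2 appendage R879A on GSH beads; Evaluation: percent response; Timing: pre-incubation 12 min, peptide binding 1 h, room temperature; Also added: 50 nM FITC-arrestin peptide; Medium: PBS with 0.05% Tween 20 and 0.1% BSA.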
V-ATPase pH = alters yeast V-ATPase proton transport. S. cerevisiae, pHLuorin cytosolic pH fluorescence. AID 504577. 350,000 tested, 0.37% active. response, % at 10 µM; in the data active means response mostly above about 7.3%, no sharp cut-off; inactive means mostly below about 5.4%; further: actives read high; inactives centre near 0; some compounds called inactive have numbers as strong as hits; reference of the scale not given here
PKA-R1A act = activates the PKA-R1A holoenzyme complex; P00514+P68181; 340,000 tested, 0.083% active; AID 504707; activation, % at 11.4 µM; PKA-R1A dissociation, Cy5-IP20 fluorescence polarization; scaled: DMSO 0%, 113 µM cGMP 100%;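 active means percent activation above the mean of all tested compounds plus 3 SD, cut at about 19% in these data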;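 further: higher means more PKAc released from R1A so a rise in polarization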
PKA-R2B activ = activates the human PKA-R2B holoenzyme complex. activation, % at 11.4 µM. 340,000 tested, 0.079% active. PKA-R2B holoenzyme dissociation, Cy5-IP20 fluorescence polarization; R2B truncated from residue 108, S112A mutant; 0% DMSO only, 100% 113 µM cGMP. P22694+P31323;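 active means activation above a cutoff set at the mean over all compounds plus 3 SD, cut at about 18% in these data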;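 further: higher means more holoenzyme dissociation and a rise in polarization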
HTR5A inv ag = inverse agonist of human HTR5A in OPRM1-OPRD1 counter-screen. P47898. HTR5A cell line, luminescence, inverse agonism. inhibition, % at 9.3 µM. 340,000 tested, 0.083% active. AID 504634; in the data active means inhibition mostly above about 23%, no sharp cut-off; inactive means mostly below about 18%;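 further: 0% = cells with DMSO and 100% = no-cell wells with DMSO; some compounds called inactive have numbers as strong as hits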
MOR-DOR inv ag = mu-delta opioid heterodimer inverse agonism; AID 504357; 340,000 tested, 0.21% active; cell-based MOR-DOR heterodimer luminescence; inhibition, % at 9.3 µM; in the data active means inhibition above about 22%, passing the limit was not always enough;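 further: 0% = cells with DMSO and 100% = wells without cells with DMSO; values of inactives mirror those of a sister screen read the other way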
* = called active by the depositor; x = not tested or not shown.

SMILES	HTR5A ag	DSG3 Ab inh	DAGLB inh	MOR-DOR ag	Arrestin-AP2 inh	V-ATPase pH	PKA-R1A act	PKA-R2B activ	HTR5A inv ag	MOR-DOR inv ag
CC(=O)c1cccc(NS(C)(=O)=O)c1	-3	98	0	-0.6	-5	-1	-1	3	8	3
CSc1cccc(NC(=S)NCCCO)c1	0	x	-2	-1.5	33	-2	-9	7	-11	7
COc1ccccc1/C=C1\SC(=S)N(CCC(=O)Nc2cc(C)on2)C1=O	4	123	0	0.8	-3	1	-6	5	-13	-6
O=C(O)c1ccc(/C=N/Nc2ncc(Cl)cc2Cl)cc1	7	101	0	-1.7	-18	-3	2	7	-28	10
Cc1nnc2n(-c3ccccc3)c(=O)c3c4c(sc3n12)CCCC4	4	101	2	-0.5	4	2	3	-12	-11	3
CCOC(=O)c1[nH]c2c(c1C)C(=O)CC(c1ccc(OC)c(OC)c1)C2 (stereo unspecified)	0	104	3	-1.5	-1	-3	9	6	0	7
CCn1ccc(C(=O)Nc2ncc(C)s2)n1	-1	100	1	-2.6	2	0	-4	8	-6	14
CCCCCCCn1c2c(c(=N)c3c1CCC3)CCCC2	-5	100	4	-2.5	-5	-1	-1	-6	15	13
Cc1ccc(C(O)P(=O)(OC2CCCCC2)OC2CCCCC2)cc1 (stereo unspecified)	7	95	-3	0.0	-4	-3	-5	-9	-20	0
O=C(Nn1cnnc1)C1Cc2ccccc2CN1S(=O)(=O)c1ccc(F)cc1 (stereo unspecified)	-7	107	2	-2.6	11	0	1	-3	16	13
Cc1cc(C)c2c(=O)n3c(nc2c1)C(Cc1ccccc1)NC(=O)c1cccnc1-3 (stereo unspecified)	x	96	1	x	x	-1	5	-3	x	x
CC(C)CCOc1ccc(C(=O)NNC(=O)CNC(=O)c2ccccc2F)cc1	2	95	-1	-2.5	4	1	8	-3	-6	13
CCn1c(SCC(=O)Nc2nc(C)c(C)s2)nnc1-c1cccnc1	-2	97	0	0.7	-5	-3	-10	-1	5	-4
O=C(NC1CCCC1)c1cc(-c2ccc(F)cc2)on1	7	93	-3	-0.9	4	-2	-5	-8	-19	6
c1ccc(-n2nnnc2-c2cnc(-c3ccncc3)nc2-c2cccs2)cc1	7	x	4	-1.8	-1	2	-4	-10	-18	11
CN1C(=O)c2cccc3c(S(=O)(=O)N4CCCC4C(=O)O)ccc1c23 (stereo unspecified)	17*	x	-3	-0.8	30	-5	-5	1	-49	5
CC1CCN(S(=O)(=O)c2ccc3ncn(CC(=O)N4CCN(C)CC4)c(=O)c3c2)CC1	1	101	-3	-1.5	22	6	-5	-12	-18	8
OCC1OC(n2cnc3c(/C=C(\O)c4ccccc4)ncnc32)C(O)C1O (stereo unspecified)	4	87	4	-3.6	4	-2	6	11	-15	19
COc1ccccc1NC(=O)CC(NCCN(C)C)C(=O)O (stereo unspecified)	-1	103	1	-0.5	8	-4	1	-16	2	3
CC1=NOC(=O)/C1=C\c1ccc(-c2ccc(Cl)cc2Cl)o1	6	86	27	5.2	6	3	-10	-5	7	-31
CC(C)C(=O)Nc1ccc2c(c1)nc(CCN1CCN(c3ccccc3)CC1)n2C	-3	106	1	-3.0	13	2	-2	1	19	16
Cc1ccc(Cc2c(-c3ccc(F)cc3)nc3cc(C)ccn23)cc1	x	x	-10	x	x	0	-11	-5	x	x
Cc1ccnc(NS(=O)(=O)c2ccc(NC(=O)C34CC5CC(CC(C5)C3)C4)cc2)n1	6	x	4	3.6	4	x	5	-6	-20	-20
O=C(c1cn(-c2ccccc2)nc1-c1ccc(F)cc1)N1CCCCC1	0	102	-3	-0.1	-8	1	11	-2	-25	1
CN(C)S(=O)(=O)c1ccc(Cl)c(C(=O)Nc2cccc3ncccc23)c1	-4	x	1	-1.8	-6	4	-1	-8	-1	11

Given with each value named: entries from further up
compound: Cc1cc(C)c2c(=O)n3c(nc2c1)C(Cc1ccccc1)NC(=O)c1cccnc1-3 (stereo unspecified)
- HTR5A ag: x
- DSG3 Ab inh: 96
- DAGLB inh: 1
- MOR-DOR ag: x
- Arrestin-AP2 inh: x
- V-ATPase pH: -1
- PKA-R1A act: 5
- PKA-R2B activ: -3
- HTR5A inv ag: x
- MOR-DOR inv ag: x
compound: CC(C)CCOc1ccc(C(=O)NNC(=O)CNC(=O)c2ccccc2F)cc1
- HTR5A ag: 2
- DSG3 Ab inh: 95
- DAGLB inh: -1
- MOR-DOR ag: -2.5
- Arrestin-AP2 inh: 4
- V-ATPase pH: 1
- PKA-R1A act: 8
- PKA-R2B activ: -3
- HTR5A inv ag: -6
- MOR-DOR inv ag: 13

Other structures.
SMILES	HTR5A ag	DSG3 Ab inh	DAGLB inh	MOR-DOR ag	Arrestin-AP2 inh	V-ATPase pH	PKA-R1A act	PKA-R2B activ	HTR5A inv ag	MOR-DOR inv ag
COc1ccc(CNC(=O)c2cccs2)cc1	1	100	1	-1.3	2	-5	13	-5	-12	7
Cc1ccc(N2CC(C(=O)Nc3ccc(S(=O)(=O)Nc4ncccn4)cc3)CC2=O)cc1C (stereo unspecified)	4	111	3	0.6	30	-7	-6	4	-13	-5
CCCCCn1c(SCc2cccc(C)c2)nc2c1c(=O)[nH]c(=O)n2C	-2	101	2	2.8	-4	5	5	-9	4	-17
NC(=O)CNC(=O)[C@@H]1CC2(CC(c3ccc(Cl)cc3)=NO2)CN1C(=O)c1ccccc1 (stereo partly specified)	5	103	2	1.9	-2	1	0	3	-32	-11
O=C(CS(=O)(=O)Cc1ccccc1)Nc1cccnc1	-2	101	0	-2.0	17	1	2	8	-4	12
COc1ccc(Cl)cc1NC(=O)C1CCCN(c2cc(C)nc3ncnn23)C1 (stereo unspecified)	-3	104	0	0.1	9	-1	-4	6	9	-1
CCOC(=O)c1cc2c(C)nn(-c3ccccc3)c2s1	4	-30*	-16	3.0	-6	3	-7	-16	-7	-17
Cc1ccc2c(COC(=O)CNS(=O)(=O)c3ccccc3)cc(=O)oc2c1	-2	101	-3	0.9	-2	2	5	-1	6	-4
CCC(C)(C)n1nnnc1C(c1cc2cc(OC)c(OC)cc2[nH]c1=O)N1CCc2ccccc21 (stereo unspecified)	5	111	4	8.3	2	-3	-9	-7	-4	-44
O=C1Nc2ccccc2Nc2ccc([N+](=O)[O-])cc21	-3	90	7	0.4	-13	1	6	8	11	-2
O=C(NCCC1=CCCCC1)C1CCC(=O)N(Cc2ccc(Cl)cc2)C1 (stereo unspecified)	-2	121	4	1.8	40	1	0	7	-3	-10
CCCCSCCCNC(=O)Nc1ccc(C)c(C)c1	-1	113	-11	4.2	19	4	-3	-5	5	-20
COc1cc(-c2nnc(NC(=O)CS(=O)(=O)c3ccc(F)cc3)o2)cc(OC)c1OC	5	101	2	0.6	-7	-2	-6	11	-26	-4
CCn1cc(/C=C2/SC(=S)NC2=O)c(C)n1	0	x	0	-1.9	20	5	9	4	9	9
O=C(NCc1ccc2c(c1)OCO2)c1ccc(CS(=O)(=O)c2cccc(C(F)(F)F)c2)o1	-5	100	-2	-1.6	-7	-3	-8	-9	4	8
O=C(NCCCCc1ccccc1)Nc1cccc(F)c1	1	111	-5	-1.3	5	3	-5	-11	12	7
CCOC(=O)N1CCN(C(=O)c2ccc(Cn3c(=S)[nH]c4cc5c(cc4c3=O)OCO5)cc2)CC1	6	92	-1	6.3	11	-1	-1	4	-13	-33
Cc1cc(Cl)ccc1NC(=O)CCC(=O)N/N=C/c1cc([N+](=O)[O-])ccc1O	4	82	6	-2.8	105*	1	3	3	3	14
COc1ccc(N2C(=O)CC(N3CCCCC3)C2=O)cc1 (stereo unspecified)	1	99	-2	0.4	4	-1	-8	0	-4	-2
O=C(CSc1nnc(-c2c[nH]c3ccccc23)o1)N(Cc1ccccc1)c1ccc(F)cc1	-6	102	-2	9.6	-2	-75	-10	5	14	-58
O=C(Nc1ccsc1C(=O)N1CCCCCC1)c1ccccc1	-7	115	-5	-0.3	3	-2	1	-7	19	1
COc1ccc(OCc2cc(C(=O)N3CCCC(O)C3)no2)c2ccccc12 (stereo unspecified)	1	105	1	-0.4	6	-3	7	-3	1	1
O=C(NC1CCCCC1)Oc1cc2oc(=O)sc2cc1Br	7	x	-13	-0.8	-21	3	9	-6	14	4
Cc1csc(N(C)C(=O)CSc2nnc(COc3cccc4ccccc34)o2)n1	-1	95	-1	-0.1	-2	2	-2	-19	-12	1
Clc1nc2ccccc2cc1/C=N/Nc1nc2ccccc2[nH]1	-5	86	1	-0.9	-4	1	4	5	13	6
SMILES	HTR5A ag	DSG3 Ab inh	DAGLB inh	MOR-DOR ag	Arrestin-AP2 inh	V-ATPase pH	PKA-R1A act	PKA-R2B activ	HTR5A inv ag	MOR-DOR inv ag
COc1ccc(N2CCN(C(=O)c3cc(=O)c4cc(Cl)ccc4o3)CC2)cc1	1	94	1	-1.4	0	0	-3	-7	-2	8
COc1ccccc1CNC(=O)CCC(=O)Nc1nnc(C)s1	0	94	3	-0.5	0	1	-3	-2	-21	3
CC(=O)N/C(=C\c1ccc(C)o1)C(=O)NCc1ccccc1	7	107	1	-4.0	19	11	-2	4	-19	21
CN(CC(=O)Nc1ccccc1C(F)(F)F)C(=O)c1cc(-c2cccs2)nn1-c1ccccc1	4	104	-4	1.0	20	-4	-2	-9	-11	-5
CC(C)(C)c1ccc(/C=N/NC(=S)NC2CCCCC2)cc1	-2	96	-23	2.1	19	-5	-1	-3	3	-14
CCNC(=O)Nn1c(-c2ccccc2)nc2ccccc2c1=O	-4	97	-4	-0.9	30	2	-14	-8	-19	4
COc1ccc(OC)c(C2=Nn3c(nnc3-c3cccc(OC(C)C)c3)SC2)c1	-1	112	-2	-3.1	6	9	-9	-1	3	14
Cc1cc(S(=O)(=O)N2CCN=C2c2ccccc2)c(C)cc1Cl	1	94	-1	-1.4	-4	-2	-1	-7	-34	7
CCCCCCC[C@H](N)[C@H](O)C(=O)N(C)[C@@H](CCS(C)=O)C(=O)N[C@@H](Cc1ccc(O)cc1)C(=O)N[C@@H](Cc1ccc(O)cc1)C(=O)O (stereo partly specified)	3	101	-2	-3.5	-4	-6	0	5	-12	16
Cc1[nH]ccc(=O)c1Oc1ncc(C(F)(F)F)cc1Cl	5	93	2	-0.8	4	-1	-6	-23	-15	6
CC12CCC(c3c1nc1ccccc1[n+]3[O-])C2(C)C (stereo unspecified)	-5	97	-3	-2.1	-9	-1	2	8	14	12
CCCCN(CC)C(=O)c1cc2cc3ccc(Cl)cc3nc2o1	4	98	-7	4.2	11	6	11	-11	-17	-24
CC1(C)Cc2c(C#N)c(N3CCN(C(=O)c4ccccc4Cl)CC3)nc(-c3ccco3)c2CS1	8	100	1	-1.2	-1	-2	-2	0	-20	6
Cc1ccc(C)c(S(=O)(=O)N2CCN(C(=O)CCNC(=O)c3ccc(Br)cc3)CC2)c1	-1	111	1	1.1	-4	5	-16	0	8	-7
Cc1[nH]c2ccc(F)cc2c1CCN(Cc1cccnc1)C(=S)Nc1cccc(F)c1	-5	104	1	0.5	-5	2	-4	-10	15	-3
Cc1ccc(S(=O)(=O)N2CCN(C(=O)COC(=O)Cc3c(F)cccc3Cl)CC2)c(C)c1	-6	x	-6	-4.2	6	4	-1	-4	-13	16

Compounds were not picked by outcome. About 2.4% of those tested had a hit in this group.
